# D1 antagonist: blocks dopamine activation of the human D1 receptor; P21728; HEK293 TREx D1 cells, calcium flux, dopamine EC80; hits give low values; activity change, negative = inhibition, % at 10 µM; hit rate 3.2% among 360,000; AID 504652; in the data active means activity change below about -30%; further: on the % scale 0 is the no-effect control and ±100 the full control effect
# Target sequence (P21728 whole entry, looked up): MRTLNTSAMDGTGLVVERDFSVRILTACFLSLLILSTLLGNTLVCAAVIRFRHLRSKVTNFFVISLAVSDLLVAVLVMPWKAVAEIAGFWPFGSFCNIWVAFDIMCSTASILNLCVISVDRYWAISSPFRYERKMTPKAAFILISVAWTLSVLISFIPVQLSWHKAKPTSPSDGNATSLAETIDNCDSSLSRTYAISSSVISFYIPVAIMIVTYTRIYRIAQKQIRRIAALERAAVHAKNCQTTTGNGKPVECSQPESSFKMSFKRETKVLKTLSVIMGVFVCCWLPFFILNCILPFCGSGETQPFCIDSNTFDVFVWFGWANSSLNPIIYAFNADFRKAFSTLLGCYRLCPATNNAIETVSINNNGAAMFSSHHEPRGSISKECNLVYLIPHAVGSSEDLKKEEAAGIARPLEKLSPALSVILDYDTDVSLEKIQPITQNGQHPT
#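 Kinetic fluorescence of a calcium dye serves as the read-out. D1-expressing Hek293 Trex cells, induced overnight at 30 C, are exposed to compound for 180 s before an EC80 dopamine addition, then read 180 s further.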
# Apoferritin bind: candidate novel general anesthetic via apoferritin binding; apoferritin/1-aminoanthracene competitive binding, fluorescence; Potency, µM (titrated, usually from 77.5 µM), without a hit: at the top dose activity change, negative = displacement, most hits filed as inhibitors; hit rate 0.074% among 350,000; further: potency means the concentration at half of the fitted maximal effect; on the % scale 0 is the no-effect control and ±100 the full control effect; nearly all actives have a fitted effect of over 20% in size
# Target sequence (P02791 2-175 limits assumed): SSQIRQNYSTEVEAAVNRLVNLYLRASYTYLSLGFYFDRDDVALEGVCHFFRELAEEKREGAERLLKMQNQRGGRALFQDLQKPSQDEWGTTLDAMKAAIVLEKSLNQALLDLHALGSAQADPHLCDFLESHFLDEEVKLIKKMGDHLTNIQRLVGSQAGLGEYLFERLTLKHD
#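 10 uM apoferritin + 50% sat. 1-AMA, PBS; cpd 10 min RT; Ex380/Em535 endpoint; normalized to free probe vs complex; 4-param Hill fit; propofol titration as pos. ctrl.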
# TRHR ag: activates the human TRH receptor. hit rate 0.18% among 360,000. activation, % at 2 µM. TRHR cells, calcium flux fluo-8, FDSS agonist mode. P34981; in the data active means activation above about 30%; further: 0% is about no effect
# Target sequence (P34981 whole entry, looked up): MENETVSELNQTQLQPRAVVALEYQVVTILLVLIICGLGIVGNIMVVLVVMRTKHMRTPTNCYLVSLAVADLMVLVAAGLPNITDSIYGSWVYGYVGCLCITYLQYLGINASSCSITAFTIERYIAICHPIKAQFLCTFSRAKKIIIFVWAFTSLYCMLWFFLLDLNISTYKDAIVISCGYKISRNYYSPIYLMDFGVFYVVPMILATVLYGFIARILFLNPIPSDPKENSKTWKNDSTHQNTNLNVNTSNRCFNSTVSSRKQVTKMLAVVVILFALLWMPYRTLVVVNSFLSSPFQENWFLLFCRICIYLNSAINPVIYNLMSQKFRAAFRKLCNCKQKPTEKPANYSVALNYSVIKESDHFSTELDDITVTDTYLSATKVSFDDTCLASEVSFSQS
#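 TRHR-expressing cells loaded with fluo-8 calcium dye; 23 nL library compound pin-transferred, kinetic FDSS fluorescence (Ex 480/Em 530) recorded about 180 s for agonist-induced calcium release, before a 10 nM TRH EC20 addition for potentiator mode.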
# D1 PAM: enhances dopamine response at the human D1 receptor | hit rate 0.036% among 360,000 | AID 504651 | HEK293 TREx D1 cells, calcium flux, dopamine EC20 potentiation | potentiation, % at 10 µM | P21728; in the data active means potentiation above about 30%; further: 0% is about no effect
# D2 potentiator: D2 dopamine receptor (human) potentiation; P14416; HEK293 T-REx D2, calcium flux, EC20 dopamine potentiation; potentiation, % at 10 µM; hit rate 0.34% among 340,000; AID 485347;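 active means potentiation over 3 SD above the plate norm, cut at about 30% in these data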; further: 0% is about no effect
#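 Cells plated with tetracycline inducer and held overnight at 30 C; calcium dye loaded 30–90 min at room temperature; baseline taken, compound added and read 180 s; EC20 dopamine then added and read 180 s.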
# RXFP1 ag: RXFP1 (human) receptor agonism; AID 2676; HEK293T-RXFP1 cAMP TR-FRET, 30 min; response scale: percent of porcine relaxin response, buffer zero; Potency, µM (highest dose often 57.5 µM), without a hit: at the highest dose activation, hits mostly activators; hit rate 0.3% among 370,000; Q9HBX9; further: potency means the concentration at half of the fitted maximal effect; on the % scale 0 is the no-effect control and ±100 the full control effect; nearly all actives have a fitted effect of over 60% in size; many of its hits are not listed in these tables
#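 cAMP rise read by TR-FRET after 30 min, 37C compound exposure (up to 58 uM) in RXFP1-transfected HEK293 cells with Ro 20174 present. EC50 from Hill-equation fits, with 29 nM porcine relaxin as 100% and buffer as basal.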
# D1 ag: activates the human D1 dopamine receptor. AID 504660. activation, % at 2 µM. HEK293 T-REx D1 cells, calcium flux, agonist mode. P21728. hit rate 1% among 360,000; in the data active means activation above about 30%; further: 0% is about no effect
#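 Inducible HEK293 T-REx D1 cells, force-coupled to calcium signalling, were plated at 4000 cells/well with tetracycline and held overnight at 30 C. After no-wash calcium dye loading, compound-evoked calcium rise over 180 s flagged agonists.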
# RXFP1 antagonist: RXFP1 (human) relaxin receptor antagonism | hit rate 0.59% among 350,000 | HEK293-RXFP1, relaxin-stimulated cAMP HTRF, 30 min; hits give low values | activity change, negative = inhibition, % at 57.5 µM | Q9HBX9;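 active means activity change of -60% or lower, but not beyond a set lower limit; inconclusive means change between -60% and -40%, or beyond the set limit; inactive means change above -40%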; further: on the % scale 0 is the no-effect control and ±100 the full control effect
# TRHR enhancer: allosterically enhances the human TRH receptor. AID 493056. P34981. enhancement, % at 2 µM. hit rate 0.66% among 360,000. TRHR cells, fluo-8 calcium fluorescence, EC20 TRH enhancement; in the data active means enhancement above about 30%; further: 0% is about no effect
#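 TRHR-expressing cells loaded with fluo-8 calcium dye were read kinetically (ex 480/em 530) during compound addition, then stimulated with an EC20 of TRH (10 nM final). Enhancement of the Gq-mediated intracellular calcium response was scored.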
# * hit, by the source's call; ? = inconclusive; . = no result given; [ ] = dose if it differs, or a comment. Unless noted, the call rests on the fitted dose curve; in most records, active means well fitted curve in the direction sought with a large enough effect; inconclusive means small, poorly fitted or top-dose-only effect, or another doubt; inactive means no such curve, though single readings can be large; an effect the other way counts as inactive or inconclusive. Some of the compounds tested, so the mix of outcomes need not match the whole.
cpd	Molecule	D1 antagonist	Apoferritin bind	TRHR ag	D1 PAM	D2 potentiator	RXFP1 ag	D1 ag	RXFP1 antagonist	TRHR enhancer
1	Cc1cc(F)ccc1S(=O)(=O)Nc1ccc(C(=O)N2CCCCCC2)cc1	-16.9	.	0.6	-3.6	15.2	0.1%	2.0	5.5	-6.0
2	CC(C)c1ccc(CCNC(=O)c2cccc(S(=O)(=O)N3CCN(C)CC3)c2)cc1	-24.2	-5.3%	-0.3	-10.5	-11.6	-0.3%	8.6	-20.6	-1.7
3	COc1ccc(C(=O)Nc2ccc(C)cn2)cc1S(=O)(=O)N1CCCc2ccccc21	0.9	.	0.3	5.3	-8.7	0.2%	3.9	2.1	15.1
4	O=Cc1cc2ccccc2nc1SCCCF	6.5	-16.3%	1.1	-1.6	8.7	4.4%	-0.1	-17.9	-3.3
5	COCCNC(=O)CN(CCc1ccccc1)S(=O)(=O)c1ccc(Br)cc1	13.5	-12.5%	-0.5	-11.9	-4.7	-0.4%	1.3	-1.3	-7.3
6	COc1ccc([C@@H]2[C@@H]3C(=O)N(C(C)(C)C)C(=O)[C@@H]3[C@]3(C)C(=O)N(c4cccc(F)c4)C(=O)N23)cc1	9.2	-9.2%	0.2	3.2	-14.2	4.6%	0.3	.	-5.7
7	COCCn1c(SCC(=O)N2CCOCC2)nc2c(c1=O)SCC2	0.4	-2.5%	0.5	-1.6	-5.7	2.2%	1.8	-12.3	1.7
8	O=C1Nc2ccc(C(F)(F)F)cc2N2CCCC12 (stereo not given)	-6.2	-6.9%	-0.3	2.9	7.0	1.2%	2.6	.	9.5
9	CCOc1ccc(NC(=O)CN2C(=O)/C(=C3\SC(=S)N(C4CCS(=O)(=O)C4)C3=O)c3ccccc32)cc1 (stereo not given)	0.3	4.3%	-0.2	-3.5	0.5	-0.8%	5.2	-11.8	-8.8
10	Cc1ccc(C)c(NC(=O)CSc2nnc([C@@H](N)Cc3ccccc3)o2)c1	2.5	-11.9%	0.7	5.8	-18.5	2.2%	2.8	-9.2	8.8
11	CCN(CCCNC(=O)c1cc2c(-c3cccc(OC)c3)nn(C)c2s1)Cc1ccccc1	1.2	-5.3%	0.0	-9.8	-23.1	3.3%	3.9	-13.4	5.3
12	O=C(CSc1n[nH]c(=O)n1C1CC1)Nc1ccc(Cl)c(Cl)c1	4.9	-12.7%	-0.4	-1.4	-8.0	-1.2%	3.2	1.4	16.4
13	Cc1ccc(NC(=O)n2ncc3c(C)cccc32)cc1F	-3.3	-10.5%	-0.5	6.5	-7.8	0.1%	2.8	14.0	-7.5
14	CCCCN(CCCNC(=O)c1cc(Nc2cccc(SC)c2)nc2ccccc12)Cc1ccccc1	3.7	46.8%[activator]	-0.9	2.5	11.3	-0.4%	0.1	-15.5	3.7
15	Cc1ccc(NS(=O)(=O)c2ccccc2F)cc1S(=O)(=O)N1CCCCC1	21.5	.	0.3	-10.5	2.1	-3.5%	1.6	-0.3	3.8
16	NC(=O)C1=C[C@H](c2ccc3c(c2)OCO3)C[C@H](OCc2ccc(CO)cc2)O1	-3.5	-8.5%	0.1	-4.0	-6.6	-0.6%	0.4	.	-4.9
17	COc1ccccc1CNC(=O)[C@H](C)NC(=O)[C@@H]1Cc2ccccc2CN1	-5.0	-4.1%	0.0	-2.2	7.2	3.2%	2.7	-2.6	0.8
18	CCN(CC)c1cc(C)c2cc(NC(=O)/C=C/c3ccccc3OC(C)C)ccc2n1	-11.3	31.9%[activator]	0.1	-0.3	-8.2	0.3%	1.0	.	-4.4
19	CSc1nnc2c3c4c(sc3nc(-n3nc(C)cc3C)n12)COC(C)(C)C4	14.7	7.0%	-0.8	-0.2	19.2	2.6%	2.3	-1.4	11.5
20	COc1ccc2nc(SCc3cccnc3)c(C#N)cc2c1	-5.9	-7.9%	-0.2	3.6	-1.1	7.9%	0.2	5.0	-0.8

# Along the list, as entered above.
# Compounds 9–17 in D1 ag: 5.2, 2.8, 3.9, 3.2, 2.8, 0.1, 1.6, 0.4, 2.7
# Compounds 9–17 in TRHR ag: -0.2, 0.7, 0.0, -0.4, -0.5, -0.9, 0.3, 0.1, 0.0
# Compounds 9–17 in RXFP1 antagonist: -11.8, -9.2, -13.4, 1.4, 14.0, -15.5, -0.3, ., -2.6

# Quoted from the listing.
# compound 3 in D2 potentiator shows -8.7
# compound 4 in D2 potentiator shows 8.7

# The main list resumes, starting two compounds before the break.
cpd	Molecule	D1 antagonist	Apoferritin bind	TRHR ag	D1 PAM	D2 potentiator	RXFP1 ag	D1 ag	RXFP1 antagonist	TRHR enhancer
19	CSc1nnc2c3c4c(sc3nc(-n3nc(C)cc3C)n12)COC(C)(C)C4	14.7	7.0%	-0.8	-0.2	19.2	2.6%	2.3	-1.4	11.5
20	COc1ccc2nc(SCc3cccnc3)c(C#N)cc2c1	-5.9	-7.9%	-0.2	3.6	-1.1	7.9%	0.2	5.0	-0.8
21	O=C(CNC(=O)c1ccccc1F)OCCCOC(=O)CNC(=O)c1ccccc1F	14.2	.	-0.8	0.0	17.2	1.0%	2.2	-4.7	-6.8
22	CC1=CC=CC2=NC(=O)CC(C)(C(=O)N(CC(=O)NC3CCCC3)c3ccccc3C)N12 (stereo not given)	-4.8	-3.8%	0.6	-1.6	14.3	2.8%	1.0	0.2	-1.5
23	CCCc1cc(C(=O)Nc2ccc(C(=O)c3ccc(C)cc3)cc2)n(C)n1	-34.9*	?	0.6	-14.1	-2.7	-2.8%	6.0	-3.4	2.4
24	CSCC(=O)N1CCCC(CO)(Cc2ccccc2C)C1 (stereo not given)	-52.7*	?	-0.4	-2.5	-5.6	-0.2%	2.0	-6.5	9.6
25	CCC(C)C1C(C#N)=C(N)OC2=C1C(=O)CC(C)(C)C2 (stereo not given)	5.2	-1.1%	-1.2	4.0	9.9	-1.4%	1.3	.	1.8
26	Nc1nc(N)nc(-c2cc(C(F)(F)F)ccc2Cl)n1	-28.6	.	0.1	-1.9	5.3	0.3%	1.0	.	-1.1
27	Cc1ccc(CNC(=O)c2ccc(N3CCCC3)c(NC(=O)Nc3ccc(C)cc3)c2)cc1	3.8	34.7%[activator]	0.4	0.7	4.4	-0.1%	-1.6	3.5	9.7
28	CCc1nnc(NC(=O)C2CCCN(C(=O)c3ccc(Cl)cc3)C2)s1 (stereo not given)	32.0	.	1.2	1.2	13.2	1.6%	3.1	-4.9	11.4
29	O=C(c1ccco1)N1CCN(C(=O)c2cnn3cccnc23)CC1	-6.5	-7.2%	0.6	0.8	-3.9	1.7%	1.9	-11.2	1.4
30	Cc1nnc(N/N=C/c2cc([N+](=O)[O-])c(N3CCC(C)CC3)cc2N2CCC(C)CC2)n1N	16.0	?	0.0	-6.0	-6.8	0.3%	0.6	44.1	-4.9
31	CSc1ccc(S(=O)(=O)Nc2ccc(N3CCOCC3)c(Cl)c2)cc1	-25.8	-4.5%	-0.2	-5.5	-1.4	-1.9%	7.7	-1.9	-6.8
32	CC(=O)N1CCN(c2ccc([N+](=O)[O-])cc2C#N)CC1	-5.2	-20.7%	0.7	-3.5	15.0	4.4%	0.9	1.8	-1.7
33	COCCNC(=O)CN1CCC(NC(=O)C(C)(C)C)CC1	3.2	-6.1%	-0.3	-0.7	7.2	1.6%	0.4	-20.1	20.2
34	O=C(c1ccco1)N1CCN(C(=O)C2CCN(S(=O)(=O)c3cnc[nH]3)CC2)CC1	-0.4	4.3%	0.3	-0.2	13.1	2.7%	4.4	7.6	1.7
35	COc1cc(SC)ccc1C(=O)Nc1cccc(C)n1	-4.4	-19.8%	0.5	-3.4	1.6	4.0%	2.0	-1.3	3.9
36	COc1ccc(-c2nc(C#N)c(N3CC(C)OC(C)C3)o2)cc1OC (stereo not given)	2.3	0.1%	0.1	4.8	-10.8	3.3%	-3.4	-7.0	-3.9
37	Cc1ccc(C)c(S(=O)(=O)N/N=C/c2ccc(N(C)C)cc2)c1	-1.9	5.4%	-0.8	2.4	-26.0	-0.6%	-0.5	-29.6	-6.0
38	CC1=C(C#N)C(/C=N/OCc2ccc(F)cc2Cl)CC(=O)N1 (stereo not given)	-24.2	-22.0%	0.4	-2.9	11.8	1.2%	8.4	-3.9	1.6
39	CCCNC(=O)COc1ncnc2sc(C)c(C)c12	-0.2	-21.6%	0.0	0.1	-4.0	0.2%	2.4	1.6	-9.7
40	CC(CC(=O)Nc1nccs1)c1ccccc1 (stereo not given)	3.7	-24.0%	0.4	-6.0	-11.2	0.5%	2.9	21.0	-2.2

# Next section
# Each structure is followed by: D1 antagonist | Apoferritin bind | TRHR ag | D1 PAM | D2 potentiator | RXFP1 ag | D1 ag | RXFP1 antagonist | TRHR enhancer
41. N/C(=N\OC(=O)CCn1cccc(C(F)(F)F)c1=O)c1ccc(Cl)cc1
    -27.2 | -2.5% | -0.2 | -9.4 | 8.5 | -3.1% | 10.2 | -34.4 | 7.8
42. Nc1nc(NC(=O)Cc2ccccc2)nn1-c1ccccc1
    -21.2 | -6.2% | 0.5 | -4.3 | -3.1 | 0.5% | 7.3 | -4.0 | -2.0
43. Cc1nc(CC(=O)Nc2nccs2)cs1
    -5.6 | 5.1% | 0.8 | -4.2 | 9.3 | 0.4% | 3.0 | -1.7 | 5.6
44. CC1CCN(CCCNC(=O)C2CCC(CNS(=O)(=O)c3ccccc3)CC2)CC1 (stereo not given)
    -10.0 | -7.0% | -0.2 | 10.4 | 4.8 | 2.3% | 1.1 | -14.1 | -3.7
45. O=C(Oc1c(Cl)cc(Cl)c2cccnc12)N1CCOCC1
    -2.5 | -15.0% | -1.1 | -2.4 | -0.8 | 0.6% | -0.2 | 10.5 | 1.0
46. O=C(COC(=O)c1sc2ccccc2c1Cl)NC1CCCCC1
    -10.2 | 2.2% | -0.1 | -5.8 | -9.3 | 3.5% | 0.3 | 0.3 | 0.1
47. N#C/C(=C\c1ccccc1O)C(=O)Nc1cccnc1
    10.1 | 32.4%[activator] | -2.0 | 4.4 | 17.2 | -2.5% | 3.3 | -4.3 | 6.2
48. CCOc1ccc(-c2cc(CCCC(=O)NCCc3ccc(Cl)cc3)no2)cc1
    -22.8 | -5.6% | 0.2 | 0.2 | -7.1 | 10.2% | 10.8 | . | -4.5
49. CC(=C/c1ccccc1)/C=N/Nc1nc(N2CCOCC2)nc(N2CCOCC2)n1
    -13.3 | -12.0% | -0.7 | -8.9 | . | 0.4% | 1.0 | . | 4.6
50. CC12CC(O)C3c4ccc(O)cc4CCC3C1CCC2=O (stereo not given)
    1.9 | -3.8% | 1.2 | -2.4 | 14.3 | 2.3% | 3.5 | -12.8 | 0.9
